# Bioassay records from PubChem BioAssay.
# IDE cell activ: IDE (human) activation, cell-based. P14735. HEK cells, FAbeta-B cleavage, fluorescence polarization; 0% vehicle, 100% cell-free pure enzyme wells. activation, % at 5.96 µM. hit rate 0.073% among 340,000. AID 493087;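 active = activation above the mean of all tested compounds plus 3 SD, set per screening campaign, cut at about 17% in these data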
# Target sequence (P14735 whole entry, looked up): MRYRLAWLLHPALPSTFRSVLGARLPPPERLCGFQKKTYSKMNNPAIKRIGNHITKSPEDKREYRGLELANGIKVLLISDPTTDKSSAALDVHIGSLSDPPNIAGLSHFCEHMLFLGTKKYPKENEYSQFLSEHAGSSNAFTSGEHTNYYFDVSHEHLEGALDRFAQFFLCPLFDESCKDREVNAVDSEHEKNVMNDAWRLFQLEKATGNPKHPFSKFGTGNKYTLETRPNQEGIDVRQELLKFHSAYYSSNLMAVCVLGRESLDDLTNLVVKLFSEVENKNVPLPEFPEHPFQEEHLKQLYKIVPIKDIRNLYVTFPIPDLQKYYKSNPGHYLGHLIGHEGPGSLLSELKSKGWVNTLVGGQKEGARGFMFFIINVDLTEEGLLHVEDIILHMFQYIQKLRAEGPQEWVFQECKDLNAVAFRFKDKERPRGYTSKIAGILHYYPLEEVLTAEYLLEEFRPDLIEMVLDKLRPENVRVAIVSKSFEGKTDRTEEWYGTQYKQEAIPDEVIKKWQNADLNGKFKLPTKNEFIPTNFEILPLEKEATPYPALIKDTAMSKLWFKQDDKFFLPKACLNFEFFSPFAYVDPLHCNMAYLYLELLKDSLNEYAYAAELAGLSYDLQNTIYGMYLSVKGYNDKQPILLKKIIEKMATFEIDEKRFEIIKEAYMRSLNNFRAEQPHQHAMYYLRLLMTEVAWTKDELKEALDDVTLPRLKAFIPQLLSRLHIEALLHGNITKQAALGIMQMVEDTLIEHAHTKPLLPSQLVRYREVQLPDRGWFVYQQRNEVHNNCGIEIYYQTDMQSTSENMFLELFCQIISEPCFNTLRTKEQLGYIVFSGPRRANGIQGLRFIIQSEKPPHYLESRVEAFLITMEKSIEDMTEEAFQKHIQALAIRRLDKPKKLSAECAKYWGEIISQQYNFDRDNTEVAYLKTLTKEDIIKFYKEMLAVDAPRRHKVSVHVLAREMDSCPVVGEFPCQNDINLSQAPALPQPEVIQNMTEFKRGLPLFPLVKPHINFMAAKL
# IDE inh: inhibits human insulin-degrading enzyme in HEK cells | P14735 | FAbetaB cleavage, fluorescence polarization | inhibition, % at 5.59 µM | hit rate 0.41% among 320,000;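 active = percent inhibition above the average of all tested compounds plus 3 SD, set per screening campaign, cut at about 16% in these data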;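 also: IDE supplied by intact live HEK cells; FP after avidin binding of uncleaved biotin substrate so inhibition keeps polarization high; 0% = DMSO wells and 100% = 60 µM reference IDE inhibitor Ii1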
# * = called active by the depositor. The list is partial (hit frequency here may not be typical).
SMILES,IDE cell activ,IDE inh
Cc1nc(SCc2nc3ccc(Br)cc3[nH]2)c2oc3ccccc3c2n1,-0.2,-2.0
O=S(=O)(NNc1ncc(C(F)(F)F)cc1Cl)c1ccc(F)cc1F,-3.9,-0.2
O=C(CSc1nccc2ccccc12)N1CCN(Cc2ccc3c(c2)OCO3)CC1,6.9,-0.8
COCCCNC(=O)Cc1ccc(S(=O)(=O)N2CCOCC2)s1,4.7,-1.2
O=C(NNC(=O)c1ccc2ccccc2n1)c1ccc(O)cc1,3.9,2.0
Cc1ccc(C(=O)OCC(=O)Nc2ccc(F)c(Cl)c2)o1,4.0,1.6
O=C(Cc1ccc(NS(=O)(=O)c2cccc(C(F)(F)F)c2)cc1)NCCN1CCOCC1,-3.9,3.4
CCC(C)NC(=O)CSc1ccc(S(=O)(=O)N2CCN(Cc3ccccc3)CC2)cn1 (stereo not drawn),3.2,3.7
O=C(CSc1nc2[nH]ncc2c(=O)[nH]1)Nc1ccc(OC(F)(F)F)cc1,0.0,5.8
Cc1cc(S(=O)(=O)Nc2ccc(C(=O)NCCCN3CCCC3=O)cc2)ccc1F,2.9,0.3
Cc1[nH]c2ccc(C(=O)OC(C)C(=O)NC3CCCCC3C)cc2c1C (stereo not drawn),-1.4,2.5
Cc1ccc(S(=O)(=O)/N=C(/Nc2ccc([N+](=O)[O-])cc2[N+](=O)[O-])c2ccccc2)cc1,2.9,-0.1
C#CCOCCOCCOCCNc1nc(N2CCN(C(=O)CCCCCCCCCCNC(=O)[C@@H](CCC(=O)O)n3cc(CCCCCN)nn3)CC2)nc(N2CCN(C(=O)CCCCCCCCCCNC(=O)[C@H](CO)n3cc(CCCCCN)nn3)CC2)n1,5.0,-1.4
C=CC(C)(O)CCCC(C)CCCC(C)CCCC(C)C (stereo not drawn),4.8,4.6
CSc1cccc(NC(=O)COC(=O)C2CCN(S(=O)(=O)c3ccccc3)CC2)c1,-3.5,-4.1
COc1ccc(NC(=O)CSCC(=O)N(C)Cc2cccc(OC)c2OC)cc1,-1.3,4.1
Cc1ccc(S(=O)(=O)N2CCCCC2CCNC(=O)C(=O)NCc2ccccc2C)cc1 (stereo not drawn),1.3,-0.6
CC1CCC2(CC1)NC(=O)N(NC(=O)c1cc3ccccc3o1)C2=O (stereo not drawn),1.0,2.9
Cc1cccc(NC(=O)CNC(=O)COC(=O)c2ccco2)c1C,0.6,6.5
COc1ccc([C@H]2CC(=O)C=C(c3ccccc3)C2)cc1OC,-2.4,5.0
O=C(Nc1cc2c3c(c1)CC(=O)N3CCC2)c1c(F)cccc1F,1.8,2.6
NC(=O)CCS(=O)(=O)CCN1CCN(S(=O)(=O)c2ccc3c(c2)CCC3)CC1,4.0,-2.7
C[C@H](CO)N1C[C@H](C)[C@@H](CN(C)Cc2ccc(Oc3ccccc3)cc2)Oc2c(NC(=O)C3CC3)cccc2C1=O,-3.2,13.9
COc1cc(N)c(Cl)cc1C(=O)OCC(=O)NCC1CCCCC1,1.8,-1.2
Cc1ccc(NC(=S)NCc2ccccc2)cc1C,-3.3,8.2
COc1ccc(NC(=O)COC(=O)CCc2ccc(S(=O)(=O)N3CCOCC3)cc2)cc1Cl,4.5,-1.8
CCCCn1c(N)c(N(CC)C(=O)c2ccc(N3CCCC3=O)cc2)c(=O)[nH]c1=O,-3.6,0.1
COCCCn1cnnc1SC(C)C(=O)Nc1ccc(S(=O)(=O)N2CCOCC2)cc1 (stereo not drawn),2.2,0.7
Cc1ccc(S(=O)(=O)Nc2ccc3c(c2)C(=O)N([C@H](C)CO)C[C@H](C)[C@@H](CN(C)C(=O)Nc2ccc(C(F)(F)F)cc2)O3)cc1,3.5,2.9
COc1ccc(S(=O)(=O)N2c3ccc(F)cc3CCC2C)cc1 (stereo not drawn),-5.6,3.8
CCOc1ccccc1C(=O)NC(C(=O)NCCc1ccccn1)C(C)C (stereo not drawn),0.8,3.8
CN(C)C(CNC(=O)c1ccc(S(=O)(=O)Nc2cccc(C(F)(F)F)c2)cc1)c1ccco1 (stereo not drawn),-3.7,-6.4
CCN1C(=O)[C@@H]2[C@@H](c3ccc(-c4ccc(C(C)=O)cc4)cc3)N3CCC[C@@]3(C(=O)OC)[C@@H]2C1=O,1.4,-2.9
COc1ccccc1CNC(=O)C(=O)NCC1CCCN1S(=O)(=O)c1cccs1 (stereo not drawn),4.0,-1.7
O=S(=O)(NCCN1CCOCC1)c1ccc2ccccc2c1,2.9,0.6
CCNc1nnc(SCC(=O)c2c(N)n(C3CC3)c(=O)[nH]c2=O)s1,4.7,-5.2

# 4 entries from above, ordered by molecular weight, descending:
SMILES,IDE cell activ,IDE inh
COCCCn1cnnc1SC(C)C(=O)Nc1ccc(S(=O)(=O)N2CCOCC2)cc1 (stereo not drawn),2.2,0.7
COc1ccccc1CNC(=O)C(=O)NCC1CCCN1S(=O)(=O)c1cccs1 (stereo not drawn),4.0,-1.7
CCOc1ccccc1C(=O)NC(C(=O)NCCc1ccccn1)C(C)C (stereo not drawn),0.8,3.8
Cc1ccc(NC(=S)NCc2ccccc2)cc1C,-3.3,8.2

# Next part:
SMILES,IDE cell activ,IDE inh
Cc1ccc(N(C)S(=O)(=O)c2cccc(C(=O)NCC(c3ccco3)N3CCCC3)c2)cc1 (stereo not drawn),2.0,7.8
CCOc1ccc(S(=O)(=O)N2CCCCC2)cc1NC(=O)CC1OC(=O)c2ccccc21 (stereo not drawn),-2.8,-2.0
CCOc1ccccc1NC(=O)CSc1cn[nH]n1,0.1,5.0
Cc1ccc(S(=O)(=O)N2CCCCC2)cc1C(=O)OCC(=O)N1c2ccccc2NC(=O)C1(C)C,0.2,3.9
COc1cc(C(=O)OCC(=O)Nc2nnc(-c3ccccc3)o2)cc(OC)c1OC,4.1,-2.0
CC(C)(C)N1C(=O)[C@H]2[C@@H](c3ccc(Br)cc3)N3C(=O)N(c4cccc(Cl)c4)C(=O)[C@@]3(C)[C@H]2C1=O,-5.6,1.4
CCN(CC)CCNC(=O)C(=O)Nc1ccc2c(c1)N(S(=O)(=O)c1cccs1)CCC2,2.4,4.6
CCN1C(=O)C(=O)N(CC(=O)N2CCC(C)Sc3ccccc32)C1=O (stereo not drawn),0.3,-2.6
Cc1noc(C)c1NC(=O)Nc1ccc2c(c1)C(=O)N([C@H](C)CO)C[C@H](C)[C@@H](CN(C)C(=O)NC(C)C)O2,4.6,7.6
COc1cccc(NC(=O)CSc2nccn(-c3ccc4c(c3)OCCO4)c2=O)c1,2.8,9.2
CN1CCC(N(C)S(=O)(=O)c2ccc(NC(=O)COc3ccc([N+](=O)[O-])cc3)cc2)CC1,1.8,-1.9
O=C(Nc1cccc(C(=O)O)c1)/C(=C/c1cccc([N+](=O)[O-])c1)NC(=O)c1cccc(Br)c1,5.0,0.6

# Copied from the listing for reference:
SMILES,IDE cell activ,IDE inh
Cc1ccc(N(C)S(=O)(=O)c2cccc(C(=O)NCC(c3ccco3)N3CCCC3)c2)cc1 (stereo not drawn),2.0,7.8
CCOc1ccc(S(=O)(=O)N2CCCCC2)cc1NC(=O)CC1OC(=O)c2ccccc21 (stereo not drawn),-2.8,-2.0

# Following part.
SMILES,IDE cell activ,IDE inh
CCOc1ccccc1NC(=O)COc1coc(CN2CCc3ccccc32)cc1=O,1.6,3.4
Cc1cc(C(=O)COc2ccc(C#N)cc2)c(C)n1C1CC1,4.4,-0.4
Cc1cccc(C(=O)NCC(=O)NC(C)c2ccc(-n3ccnc3)cc2)c1 (stereo not drawn),2.6,-1.9
OC(CCN1CCCCC1)(c1ccccc1)C1C[C@@H]2C=C[C@H]1C2 (stereo partly drawn),1.7,2.9
CC1CCN(C(=O)CN2C(=O)NC3(CCC(C)CC3)C2=O)CC1 (stereo not drawn),3.4,-2.3
O=C(COC(=O)CNC(=O)c1cccs1)Nc1ccc(C(F)(F)F)cc1[N+](=O)[O-],1.0,-1.9
Cc1ccc(S(=O)(=O)Nc2ccc(S(=O)(=O)Nc3nccs3)cc2)cc1C,5.1,3.5
CCN(CC(=O)NC1CCS(=O)(=O)C1)C(=O)c1cc(OC)c(OC)c(OC)c1 (stereo not drawn),5.4,-1.9
COc1ccc(CCNC(=O)CSC2=NS(=O)(=O)c3cc(Cl)ccc3N2)cc1OC,1.3,-0.1
COc1ccc(-c2cc(C(=O)NCCCN3CCCC3=O)c3ccccc3n2)cc1OC,0.7,-9.7
CCOc1ccc(NC(=O)c2cccc(-n3cccc3)c2)cc1S(=O)(=O)N1CCOCC1,-2.8,0.3
Cc1cc(F)ccc1NC(=O)C1CSC2(C)CCC(=O)N12 (stereo not drawn),5.3,-3.3
COc1ccc(Cl)cc1NC(=O)COC(=O)Cc1cccs1,0.9,1.4
COc1ccc(C)cc1S(=O)(=O)Nc1cc2c3c(c1)CC(=O)N3CCC2,3.5,0.6
CN(CC(=O)Nc1ccccc1Cl)C(=O)COC(=O)c1ccc([N+](=O)[O-])s1,-0.4,-0.9
COc1ccc(/C=C/C(=O)NC2CCS(=O)(=O)C2)cc1 (stereo not drawn),3.7,3.8
CC(C)NC(=O)Nc1cccc2c1O[C@H](CN(C)C(=O)NC1CCCCC1)[C@@H](C)CN([C@H](C)CO)C2=O,5.0,-0.7
COc1ccc2sc(-c3ccccc3OC)c(C#Cc3cncn3C)c2c1,-1.0,-1.9
CCCN(CC(=O)Nc1ccccc1C)C(=O)CSc1ccccc1C,2.8,-4.0
Cc1cccnc1NC(=O)C1CC(=O)N(c2ccc3c(c2)OCCO3)C1 (stereo not drawn),0.1,-2.1
CCOC(=O)[C@@H]1[C@H]2COc3cc(OC)ccc3[C@@H]2N2C(=O)N(c3cccc(C)c3)C(=O)[C@]12C,5.5,1.8
COC(=O)Cc1ccc(OC(=O)C2CCN(S(=O)(=O)c3ccc(OC)c(OC)c3)CC2)cc1,-0.4,-1.5
CCOc1ccc(S(=O)(=O)N2CCCCC2)cc1NC(=O)Cc1ccccc1,3.1,4.2
CC(C)(C)c1ccc(C(=O)NCC(=O)OCC(=O)NC(=O)NC2CCCC2)cc1,3.1,3.9
COc1cc2ccccc2cc1C(=O)N1CCN(c2ccccc2O)CC1,4.8,0.3
Cc1ccc2c(c1)[C@H]1[C@H](CO2)[C@H](c2ccccc2)[C@]2(C)C(=O)Nc3cc(Cl)ccc3C(=O)N12,2.2,0.8
COc1ccc(OC)c(C(O)CNC(=O)CN)c1 (stereo not drawn),4.7,-0.4
CCCN(C(=O)c1c(-c2ccccc2)noc1C)c1c(N)n(Cc2ccccc2)c(=O)[nH]c1=O,1.0,0.6
Cc1ccc(NC(=O)COC(=O)c2ccco2)cc1C,3.6,1.0
O=C(NNC(=O)c1cc(-c2cccc(Br)c2)nc2ccccc12)c1csc(N2CCOCC2)n1,0.5,-2.5
CSCCC(NC(=O)COc1ccccc1)C(=O)N(C)CC(=O)Nc1c(C)cccc1C (stereo not drawn),3.8,-1.1
CC(=O)Nc1ccc(NC(=O)C(C)OC(=O)CCc2c[nH]c3ccccc23)cc1 (stereo not drawn),1.7,6.2
Cc1ccc(S(=O)(=O)NC(=O)C2CCCCC2)cc1,4.4,2.1
COCCn1c(SCC(=O)N(C)c2c(N)n(Cc3ccccc3)c(=O)[nH]c2=O)nnc1-c1cccc(C)c1,3.6,7.8
COc1ccc(-n2cc([N+](=O)[O-])c(=O)c3ccc(Cl)cc32)cc1,3.8,6.8
CC(CNC(=O)Cn1ccc(N)nc1=O)c1ccccc1 (stereo not drawn),0.8,4.7

# Gathered by group, the entries above with a COOH group (2)
SMILES,IDE cell activ,IDE inh
C#CCOCCOCCOCCNc1nc(N2CCN(C(=O)CCCCCCCCCCNC(=O)[C@@H](CCC(=O)O)n3cc(CCCCCN)nn3)CC2)nc(N2CCN(C(=O)CCCCCCCCCCNC(=O)[C@H](CO)n3cc(CCCCCN)nn3)CC2)n1,5.0,-1.4
O=C(Nc1cccc(C(=O)O)c1)/C(=C/c1cccc([N+](=O)[O-])c1)NC(=O)c1cccc(Br)c1,5.0,0.6

# (more compounds)
SMILES,IDE cell activ,IDE inh
Cc1ccc(C)c(OCCC(=O)OCC(=O)N2c3ccccc3NC(=O)C2(C)C)c1,4.6,6.7
C=CCN1C(=O)C(=O)N(CC(=O)NCC(=O)Nc2ccc(F)c(F)c2F)C1=O,-1.0,5.5
CC(C)(C)c1ccc(C(=O)N2CCN(C(=O)c3cccs3)CC2)cc1,2.8,-4.5
NC(=O)C1CCN(c2oc(-c3cccs3)nc2S(=O)(=O)c2ccc(Cl)cc2)CC1,0.4,1.9
COc1ccc(Cc2nnc(SCC(=O)Nc3ccc(C)cc3)n(N)c2=O)cc1,-5.2,5.9
O=C(Nc1ccc(SC(F)F)cc1)C1=CC=CN2CCS(=O)(=O)N=C12,4.4,3.5
COc1ccc(/C=C/C(=O)OCC(=O)Nc2cccc(S(=O)(=O)NC3=NCCCCC3)c2)cc1,0.8,2.9
COc1cc(OC)cc(C(=O)NCC(=O)NCC(c2ccco2)N2CCCCC2)c1 (stereo not drawn),1.6,-4.1
Cc1c(C(=O)OC(C)C(=O)N(C)Cc2ccccc2)oc2ccccc12 (stereo not drawn),-0.9,1.3
C#CCOCCOCCOCCNc1nc(N2CCOCC2)nc(N2CCN(C(=O)[C@H](CCC(=O)O)n3cc([C@@H](N)CCCCN)nn3)CC2)n1,0.7,6.4
CCOC(=O)N1CCN(C(=O)CSC2=NS(=O)(=O)c3cc(F)ccc3N2)CC1,3.4,1.8
O=C1C=C(/C=C/c2ccccc2)C[C@@H](c2ccc3c(c2)OCO3)C1,0.1,-0.2
O=C(Nc1cc(S(=O)(=O)N2CCCCC2)ccc1N1CCOCC1)c1ccc(C(F)(F)F)cc1,-5.5,-0.7
CN(C(=O)c1ccccc1C(=O)OCC(=O)Nc1ccc(OC(F)F)cc1)c1ccccc1,-1.5,0.8
